Screening results from PubChem.
CBFb-RUNX1 inh = inhibitors of human CBF-beta and RUNX1 interaction; Potency, µM (highest dose often 59.8 µM), for inactives: top-dose activity, negative = inhibition, actives largely listed as inhibitors; AID 1477; AlphaScreen CBFb-His/RUNX1-biotin binding, biochemical; Q01196+Q13951; 230,000 tested, under 10 active; note: % of control where 0% means no effect
Target sequence (Q01196 whole entry, looked up): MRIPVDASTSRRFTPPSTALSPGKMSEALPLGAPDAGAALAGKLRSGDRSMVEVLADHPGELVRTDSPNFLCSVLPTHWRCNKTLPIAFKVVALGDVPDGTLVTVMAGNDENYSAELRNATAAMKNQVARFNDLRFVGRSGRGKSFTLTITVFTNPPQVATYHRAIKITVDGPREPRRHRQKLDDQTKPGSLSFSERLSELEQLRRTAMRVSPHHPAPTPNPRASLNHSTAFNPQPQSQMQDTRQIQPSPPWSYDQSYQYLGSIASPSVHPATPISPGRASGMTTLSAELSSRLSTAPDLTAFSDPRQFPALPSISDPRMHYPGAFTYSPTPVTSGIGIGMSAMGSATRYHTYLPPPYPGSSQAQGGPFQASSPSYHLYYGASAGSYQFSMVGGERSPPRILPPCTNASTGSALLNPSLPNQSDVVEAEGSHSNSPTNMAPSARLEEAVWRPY
Target sequence (Q13951 whole entry, looked up): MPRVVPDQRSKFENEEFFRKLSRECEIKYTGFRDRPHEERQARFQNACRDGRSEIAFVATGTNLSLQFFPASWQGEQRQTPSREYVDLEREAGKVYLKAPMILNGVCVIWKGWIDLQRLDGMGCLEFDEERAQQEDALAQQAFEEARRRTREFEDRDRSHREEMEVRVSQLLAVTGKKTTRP
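Proteins preincubated together for 20 min at RT before compound addition; 15 min later, nickel and streptavidin beads were added and left 90 min prior to AlphaScreen measurement.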
IMPase Li cell = cell-permeable IMPase inhibitors with lithium potentiation; CHO-M1 cells, IP1 TR-FRET (IP-One), carbachol + lithium; Potency, µM (highest dose often 59.4 µM), for the others: at the highest dose activity, negative = IMPase inhibition, most hits filed as inhibitors; actives 0.35% (n = 210,000);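 note: IP1 builds up when IMPase is blocked and the TR-FRET signal falls; potency is the fitted concentration of half-maximal effect; plate controls were basal vehicle for no effect and high inhibitor control for full effect; nearly all actives have a fitted effect of over 50% in size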
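CHO cells stably expressing M1 receptor (2000/well, cultured 16–30 h) treated 30 min at 37C with compound plus low lithium. Cytosolic IP1 by TR-FRET (665/620 ratio and 620 channel) after 10 min lysis; AC50 by Hill fit.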
KinaseGlo FLuc = counter-screen: inhibitors of Kinase-Glo firefly luciferase. Q27757. AID 1379. Potency, µM (top dose mostly 38.3 µM), inactives show top-dose activity change, negative = inhibition, actives largely listed as inhibitors. actives 0.28% (n = 200,000). Kinase-Glo luciferase, ATP luminescence, 8 min; note: potency is the fitted concentration of half-maximal effect; % is set by controls: 0 for no effect and ±100 for the full control effect; nearly all actives have a fitted effect of over 60% in size
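Light output from Kinase-Glo luciferase with luciferin and 10 uM ATP in 50 mM imidazole pH 7.2, KCl, MgCl2, Tween 20, BSA; compound pin-delivered, 8-min ambient incubation, then luminescence read.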
NPSR antag = antagonists of human neuropeptide S receptor cAMP signaling | Potency, µM (highest dose often 38.3 µM), for inactives: at the highest dose activity change, negative = inhibition, hits mostly inhibitors | AID 1461 | Q6W5P4 | CHO-NPSR cells, cAMP TR-FRET, antagonist mode | actives 1% (n = 220,000); note: potency is the fitted concentration of half-maximal effect; % is set by controls: 0 for no effect and ±100 for the full control effect; nearly all actives have a fitted effect of over 50% in size; many of its hits are not listed in these tables
Target sequence (Q6W5P4 whole entry, looked up): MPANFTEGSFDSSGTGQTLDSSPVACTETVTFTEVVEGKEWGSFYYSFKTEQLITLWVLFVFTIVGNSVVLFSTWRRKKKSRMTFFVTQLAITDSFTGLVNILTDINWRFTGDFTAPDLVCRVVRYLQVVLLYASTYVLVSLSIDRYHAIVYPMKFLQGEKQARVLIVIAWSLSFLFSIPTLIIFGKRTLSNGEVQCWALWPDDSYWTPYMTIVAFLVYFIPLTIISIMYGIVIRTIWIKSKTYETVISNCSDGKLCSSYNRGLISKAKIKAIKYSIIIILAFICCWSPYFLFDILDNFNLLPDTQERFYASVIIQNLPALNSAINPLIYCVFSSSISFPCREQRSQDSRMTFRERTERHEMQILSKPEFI
Lamin A splicing = changes lamin A minigene splicing in HeLa cells; HeLa LMNA splicing GFP/RFP minigene ratio, 48 h; actives 0.01% (n = 200,000); Potency, µM (doses to about 46.1 µM), inactives show top-dose ratio change, negative = inhibition, most hits filed as inhibitors; active = well fitted inhibition curve with a large enough effect in the signal ratio, with a control signal flat, not every such curve was filed as active; inconclusive = small, poorly fitted or top-dose-only effect, or effect the other way, or a change in a side signal; the % refers to the signal ratio; note: potency is the fitted concentration of half-maximal effect; % is set by controls: 0 for no effect and ±100 for the full control effect
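S3 HeLa cells stably expressing lamin A-EGFP splicing minigene plus DsRed2, 600 cells/well, 48 h compound exposure at 37C. Laser-scanning cytometry; analysed as GFP (500-530 nm)/RFP (575-640 nm) total intensity ratio; 0.5% DMSO vehicle.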
Epigenetic derep = derepresses silenced GFP reporter in murine cells; Potency, µM (series often up to 53.9 µM), for inactives: at the top dose GFP activation, hits mostly activators; murine LDR cells, GFP reporter derepression, 30 h; actives 0.2% (n = 280,000); AID 1865; note: potency is the fitted concentration of half-maximal effect; % of control where 0% means no effect; nearly all actives have a fitted effect of over 60% in size
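Derepression of a silenced CMV-GFP reporter in murine LDR cells is scored by enumerating GFP-positive cells with a laser-scanning microplate cytometer after 30 hours of treatment at 37 C.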
HTT aggregate = inhibitors of mutant huntingtin aggregate formation in PC12 cells. Potency, µM (doses to about 46.1 µM), without a hit: at the highest dose activity change, negative = inhibition, usual class: inhibitors. PC12 HttQ103-GFP aggregates, Acumen cytometry, 40 h. AID 1688. actives 1.1% (n = 220,000); note: potency is the fitted concentration of half-maximal effect; % is set by controls: 0 for no effect and ±100 for the full control effect; nearly all actives have a fitted effect of over 60% in size
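PC12/HTTQ103-GFP, ecdysone-inducible; teb 100 nM; cpd qHTS titration; GFP aggregates read on laser cytometer, Ex 488/Em 500-530 nm.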
* = called active by the depositor; u = inconclusive; x = no result given; & = joins results of further samples; [ ] = remark or other dose. Unless noted, calls come from the whole dose curve; as a rule, active = well fitted curve in the direction sought with a large enough effect; inconclusive = small, poorly fitted or top-dose-only effect, or another doubt; inactive = no such curve, though single readings can be large; an effect the other way counts as inactive or inconclusive. Some of the compounds tested. The share of hits here may be higher or lower than overall.

SMILES | CBFb-RUNX1 inh | IMPase Li cell | KinaseGlo FLuc | NPSR antag | Lamin A splicing | Epigenetic derep | HTT aggregate
COc1cc2c(cc1OC)C(c1cc3cc4c(cc3[nH]c1=O)OCO4)N(C(=O)C1CC1)CC2 (configuration not stated) | -2.8% | -0.8% | -0.5% | -11.5%[46.1 µM] | u | 0.0% | 27.8%
CCCC(=O)Nc1ccc(N2CCCCC2)cc1 | -4.3% | 27.6%[38.3 µM] | -0.5% | -11.8%[46.1 µM] | -0.2% | -2.0% | -5.7%
Cc1ccc(NCCc2ccc(C)nc2)cc1 | -3.3% | -3.1%[38.3 µM] | 0.7% | -5.0%[46.1 µM] | 2.6% | -3.0% | -1.0%[9.22 µM]
COc1ccc(CN2C(=S)NC(C)(C)CC2(C)O)cc1 (configuration not stated) | 1.1% | 3.8% | 0.3% | 13.1% | 10.9% | -1.8% | 15.2%
CCOc1ccc(CN2C(=O)c3ccccc3C2=O)cc1C(=O)Nc1nnc(SCC)s1 | 0.0% | u | 0.0% | 3.7% | -10.4% | -3.2% | -15.6%
Cn1c(-c2ccc(CN3CCCCC3)o2)nc2ccccc21 | 2.3% | 10.8%[38.3 µM] | -8.0% | -3.6%[46.1 µM] | 9.3% | 3.5% | -12.0%
CCC(=O)N/N=C(\C)CC(=O)Nc1ccc(Cl)cc1 | -0.2% | -4.0% | 2.0% | 14.8% | 1.4% | 0.0% | -16.9%
CCCN(C(=O)Cn1ncc2c(=O)oc3ccccc3c21)c1cccc(C)c1 | 19.7% | -9.1%[38.3 µM] | -4.6% | -29.1%[46.1 µM] | -1.7% | 0.8%&0.7% | 21.4%
CCCc1nnc(SCCSc2nnc(CCC)n2N)n1N | -0.4% | 22.9%[38.3 µM] | -5.6% | 6.2%[46.1 µM] | -2.6% | u | 2.4%
CC1=NN2C(=N)/C(=C\c3cc(C)n(-c4ccccc4)c3C)C(=O)N=C2S1 | 9.5% | u | 9.8% | -6.8% | u | u | 4.0%
COc1ncnc2c1oc1nc(CC(C)C)c3c(c12)CC(C)(C)OC3 | -2.5% | 6.9%[38.3 µM] | -4.9% | -15.5%[46.1 µM] | -8.3% | -0.4% | -7.6%
Cc1ccc(-c2nc3ccccc3s2)cc1NC(=O)c1cc(-n2cnnc2)ccc1Cl | -3.2% | u | -2.4% | -21.7%[46.1 µM] | 16.2% | -1.5% | 21.5%

5 of the compounds above, as tab-separated lines:
mol	CBFb-RUNX1 inh	IMPase Li cell	KinaseGlo FLuc	NPSR antag	Lamin A splicing	Epigenetic derep	HTT aggregate
Cc1ccc(NCCc2ccc(C)nc2)cc1	-3.3%	-3.1%[38.3 µM]	0.7%	-5.0%[46.1 µM]	2.6%	-3.0%	-1.0%[9.22 µM]
COc1ccc(CN2C(=S)NC(C)(C)CC2(C)O)cc1 (configuration not stated)	1.1%	3.8%	0.3%	13.1%	10.9%	-1.8%	15.2%
CCOc1ccc(CN2C(=O)c3ccccc3C2=O)cc1C(=O)Nc1nnc(SCC)s1	0.0%	u	0.0%	3.7%	-10.4%	-3.2%	-15.6%
Cn1c(-c2ccc(CN3CCCCC3)o2)nc2ccccc21	2.3%	10.8%[38.3 µM]	-8.0%	-3.6%[46.1 µM]	9.3%	3.5%	-12.0%
CCC(=O)N/N=C(\C)CC(=O)Nc1ccc(Cl)cc1	-0.2%	-4.0%	2.0%	14.8%	1.4%	0.0%	-16.9%

Returning to the listing, starting 2 compounds before the break.
SMILES | CBFb-RUNX1 inh | IMPase Li cell | KinaseGlo FLuc | NPSR antag | Lamin A splicing | Epigenetic derep | HTT aggregate
COc1ncnc2c1oc1nc(CC(C)C)c3c(c12)CC(C)(C)OC3 | -2.5% | 6.9%[38.3 µM] | -4.9% | -15.5%[46.1 µM] | -8.3% | -0.4% | -7.6%
Cc1ccc(-c2nc3ccccc3s2)cc1NC(=O)c1cc(-n2cnnc2)ccc1Cl | -3.2% | u | -2.4% | -21.7%[46.1 µM] | 16.2% | -1.5% | 21.5%
COCCCN(C(=S)Nc1cccc(Cl)c1)C(C)c1ccncc1 (configuration not stated) | -16.6% | 11.0% | -1.3% | -21.5% | u | 3.8% | u
CCCNC(=O)NC1CCCc2ccccc21 (configuration not stated) | -2.1% | -0.2% | -0.1% | 8.2% | 6.8%[46 µM] | -1.4% | u
Cc1ccc(-c2cc(C(F)F)n3ncc(C(=O)Nc4ccc(S(=O)(=O)Nc5ccccc5C)cc4)c3n2)cc1 | 7.2% | 11.1%[38.3 µM] | -3.9% | -11.8%[46.1 µM] | 10.5% | 0.0% | 1.0%
Cc1cccc(/C(N)=N/OC(=O)c2ccc(Br)o2)c1 | 12.3% | -2.7% | -14.3% | -0.5% | 3.4% | -0.6% | 8.8%
NC1=NC(c2ccc(Cl)cc2)C(C(=O)c2ccccc2)N1 (configuration not stated) | 4.2% | x | x | 0.7% | x | -2.6% | u
NC(=O)CSc1nnc(-c2cccnc2)n1CCc1ccccc1 | 6.8% | -21.9%[38.3 µM] | -5.7% | 1.3%[46.1 µM] | 4.6% | 0.9% | 12.8%
CN(NC(=O)c1ccccc1F)c1nc(C(F)(F)F)nc2ccccc12 | -1.1% | 7.2% | 0.8% | 1.7% | u | -0.4% | -1.0%
CCn1c(SCC(=O)N/N=C(\C)c2ccncc2)nnc1-c1ccc(C)cc1 | 11.4% | x | x | -10.3% | x | -1.7% | 19.7%[9.22 µM]
O=C(O)c1cc2nccc(-c3ccc(F)cc3)n2n1 | -0.3% | 0.7% | -3.7% | 2.5% | -4.7%[46 µM] | 1.1% | 0.0%
CC(=O)NCCNC(=O)CCNC(=O)c1ccc(Cl)cc1 | -0.9% | 15.7%[38.3 µM] | -2.8% | -0.6%[46.1 µM] | -0.5% | 0.1% | 4.8%
COc1cccc2c1OCC(C(=O)O)C2 (configuration not stated) | -0.2% | 3.2% | -5.0% | -10.8% | 19.5%[46 µM] | 10.1% | 8.8%[9.22 µM]
Cc1cc(C)c2c(c1)/C(=N/NS(=O)(=O)c1ccccc1)CCC2 | 1.1% | 52.0%[activator][38.3 µM] | 2.4% | -21.1%[46.1 µM] | 3.8% | 0.0% | -6.7%
Cc1ccc(S(=O)(=O)N2CCN(S(=O)(=O)c3ccccc3)C2c2ccc(N(C)C)cc2)cc1 (configuration not stated) | -27.0% | 25.8%[38.3 µM] | -3.7% | -26.4%[46.1 µM] | -12.9% | -2.1% | -0.5%
COc1ccc2cc(C(=O)Nc3ccc(F)cc3)sc(=O)c2c1OC | 0.4% | -13.9%[38.3 µM] | 0.5% | -8.0%[46.1 µM] | 10.4% | 2.3% | 13.8%
O=C(Nc1ccc2ccccc2c1)C(c1ccccc1)C1CCCC1 (configuration not stated) | u | 12.8% | 1.0% | -42.2% | u | -1.6% | u
Oc1ccc(/C=N/N2CCN(C3c4ccccc4-c4ccccc43)CC2)c(O)c1 | u | 6.4% | 6.5% | -30.5% | u | 12.1% | 9.2%
CCOc1ccccc1CNC(=O)c1ccc(Sc2ccc(Cl)cc2)c(NC(C)=O)c1 | -2.2% | 2.4% | 1.2% | -48.3% | u | -1.8% | -15.5%
COC(=O)[C@@]1(Cc2ccc(OC)cc2)[C@H]2c3cc(C(=O)N(C)C)n(CCN4CNCC4=O)c3C[C@H]2CN1C(=O)c1ccccc1 | -15.3% | -10.3% | -1.5% | x | x | 2.1% | x
COc1ccc(OC(C)C(=O)NCCc2nc3ccccc3[nH]2)cc1 (configuration not stated) | 5.5% | -10.0% | -0.5% | 7.1% | -0.5% | 12.1% | 5.6%
CCOC(=O)c1ccc(NC(=O)COC)cc1 | 1.6% | 4.4%[38.3 µM] | -1.4% | -1.1%[46.1 µM] | 3.1% | 1.8% | -2.2%
COc1ccc(CNC(=O)CN(C(=O)c2ccc(CN3CCOCC3)o2)C2CCCC2)cc1 | 4.3% | 11.3% | 1.5% | 7.3%[46.1 µM] | -7.9% | 4.7% | -4.1%
CC(C)Cn1c(C(C)C)nc([N+](=O)[O-])c1Sc1ccc(Cl)cn1 | 2.5% | 3.6% | -1.3% | -7.1%[46.1 µM] | -21.4% | 1.2% | 25.6%
COc1ccccc1-n1c(SCC(=O)N(C)C2CCS(=O)(=O)C2)nc2ccccc2c1=O (configuration not stated) | 8.7% | -22.6%[38.3 µM] | -7.5% | -3.2%[46.1 µM] | 6.4% | -0.6% | 9.7%
CCOc1ccccc1C1NC(=O)NC(C)=C1C(=O)OCc1ccco1 (configuration not stated) | 8.6% | -5.0% | 1.2% | -2.7%[46.1 µM] | -6.2% | -0.9% | 4.4%
COc1ccc(-c2ncccc2OC(=O)C23CC4CC(CC(C4)C2)C3)cc1OC | 1.6% | x | x | -21.2%[46.1 µM] | -23.7% | -0.9% | u
COc1ccc(-n2c(SCC(N)=O)nc3sc4c(c3c2=O)CCC4)cc1 | 4.0% | -19.7% | -1.4% | 43.1% | x | -2.0% | 9.4%[9.22 µM]
O=C(Nc1ccc(S(=O)(=O)N2CCCCC2)cc1)c1ccc(CN2CCOCC2)cc1 | -1.0% | 19.1% | -2.9% | -15.4%[46.1 µM] | u | 0.0% | u
O=C(COC(=O)c1ccccc1Oc1ccccc1)NC1CCS(=O)(=O)C1 (configuration not stated) | 14.4% | 10.8%[38.3 µM] | 4.0% | -4.6%[46.1 µM] | 3.9% | -4.5% | 23.2%
CN1CCN(c2ccc(Cl)cc2NC(=O)c2ccc(S(=O)(=O)N(C)C)cc2)CC1 | 6.1% | 30.9%[38.3 µM] | 17.0% | -1.7%[46.1 µM] | 14.7% | 0.4% | 9.8%
COC(=O)CSc1nnc(CNC(=O)Cc2ccccc2)n1-c1ccccc1OC | 3.6% | -9.3%[38.3 µM] | -6.2% | -17.0%[46.1 µM] | -4.1% | -2.2% | -1.8%
CC(=O)c1ccc(NC(=O)CO/N=C(\C)c2cccs2)cc1 | 3.3% | 1.7% | -0.5% | 3.7% | -0.9% | 0.0% | u
CCCC(=O)Nc1ccc2c(c1)nc(CCNC(=O)c1ccccc1)n2C | -4.0% | 8.7%[38.3 µM] | -3.0% | -13.2%[46.1 µM] | -4.2% | 0.8% | 13.2%
